# Screens: PubChem BioAssay, National Center for Advancing Translational Sciences (NCATS)
# USP1-UAF1 inh = Inhibitors of USP1/UAF1: Primary Screen; Ubiquitin carboxyl-terminal hydrolase 1 (Homo sapiens), O94782; recombinant USP1/UAF1, Ub-Rhodamine cleavage fluorescence; Potency, µM (top dose mostly 57.1 µM), for inactives: at the highest dose activity change, negative = inhibition, usual class: inhibitors; 390,000 tested, 0.23% active; note: potency is the fitted concentration of half-maximal effect; % is set by controls: 0 for no effect and ±100 for the full control effect; nearly all actives have a fitted effect of over 60% in size; inactives centre near -12
# Target sequence (O94782 whole entry, looked up): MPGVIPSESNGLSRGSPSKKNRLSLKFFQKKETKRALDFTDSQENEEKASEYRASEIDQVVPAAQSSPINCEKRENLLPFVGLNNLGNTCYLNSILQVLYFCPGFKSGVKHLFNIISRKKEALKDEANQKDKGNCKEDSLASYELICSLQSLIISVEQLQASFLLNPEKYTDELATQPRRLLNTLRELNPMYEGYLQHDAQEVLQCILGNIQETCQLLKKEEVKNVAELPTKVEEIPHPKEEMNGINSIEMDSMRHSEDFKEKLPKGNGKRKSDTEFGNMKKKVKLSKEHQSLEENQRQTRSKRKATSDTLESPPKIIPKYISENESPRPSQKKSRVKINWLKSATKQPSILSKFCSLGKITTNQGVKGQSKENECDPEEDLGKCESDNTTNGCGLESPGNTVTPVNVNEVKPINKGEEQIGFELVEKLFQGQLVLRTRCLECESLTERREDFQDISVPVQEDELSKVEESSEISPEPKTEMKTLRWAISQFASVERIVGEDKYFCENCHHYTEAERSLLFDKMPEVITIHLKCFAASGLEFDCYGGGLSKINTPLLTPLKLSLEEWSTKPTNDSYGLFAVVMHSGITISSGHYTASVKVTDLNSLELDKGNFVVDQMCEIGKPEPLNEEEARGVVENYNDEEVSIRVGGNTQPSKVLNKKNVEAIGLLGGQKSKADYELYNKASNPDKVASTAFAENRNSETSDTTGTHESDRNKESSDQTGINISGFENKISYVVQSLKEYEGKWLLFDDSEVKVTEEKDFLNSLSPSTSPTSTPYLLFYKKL
#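 Step one: compound is pinned into 1nM USP1/UAF1 in HEPES pH 7.8 buffer with TCEP. Step two: 15 min room-temperature incubation. Step three: Ub-Rho (150nM final) starts cleavage, tracked by fluorescence over six one-minute reads.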
# TrxR1 inh = qHTS Assay for Inhibitors of Mammalian Selenoprotein Thioredoxin Reductase 1 (TrxR1): qHTS. AID 588453, 2011. Thioredoxin reductase 1, cytoplasmic (Rattus norvegicus), O89049. recombinant rTrxR1, NADPH fluorescence consumption, selenite substrate. Potency, µM (series often up to 114 µM), inactives show at the top dose activity change, negative = inhibition, most hits filed as inhibitors. 390,000 tested, 1% active; note: potency is the fitted concentration of half-maximal effect; % is set by controls: 0 for no effect and ±100 for the full control effect; nearly all actives have a fitted effect of over 65% in size
#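 Rat TrxR1 (90 nM in the dispensed reagent) was pre-reduced with 400 uM NADPH for 5 min at room temperature, then incubated with compound for 15 min. After 400 uM selenite was added, NADPH fluorescence (Ex 340/Em 450 nm) was followed for 8 min.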
# PI4K2A block = qHTS for small molecular inhibitors of PI4K2A | Phosphatidylinositol 4-kinase type 2-alpha (Homo sapiens), Q9BTU6 | purified PI4K2A, ADP-Glo luminescence, 1 h; hits give low values | activity change, negative = inhibition, % at 76.9 µM | 420,000 tested, 0.13% active | AID 1346378, 2018; in the data active = activity change below about -50%; inconclusive = mostly about -30% to -49%;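 note: -100% = wells without enzyme as full effect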
#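 PI4K2A activity was measured by ADP-Glo luminescence: enzyme (4 ug/mL stock) and phosphatidylinositol (1.2 mM stock) in Tris pH 7.5/MgCl2/EGTA/Triton X-100 buffer were reacted with ATP (300 microM stock) for one hour at ambient temperature.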
# IDH1 R132H inh = qHTS for Inhibitors of mutant isocitrate dehydrogenase 1 (IDH1): qHTS. Isocitrate dehydrogenase [NADP] cytoplasmic (Homo sapiens), O75874. IDH1-R132H enzyme, NADPH consumption, diaphorase/resazurin fluorescence. Potency, µM (highest dose often 76.6 µM), for the others: at the top dose activity change, negative = inhibition, usual class: inhibitors. 390,000 tested, 0.093% active; note: potency is the fitted concentration of half-maximal effect; % is set by controls: 0 for no effect and ±100 for the full control effect; nearly all actives have a fitted effect of over 65% in size
#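 IDH1-R132H (0.5 ug/mL) preincubated 30 min with compound, then NADPH (0.016 mM) and alpha-KG (2 mM) added; 80 min at RT, pH 7.5. Remaining NADPH coupled via diaphorase/resazurin to fluorescence (540/590 nm); concentration-response curves normalized to no-enzyme control.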
# D2 ag = HTS Assay for Allosteric Agonists of the Human D2 Dopamine Receptor: Primary Screen for Agonists; activation, % at 2 µM; HEK293 T-REx D2 cells, calcium flux agonist mode; 340,000 tested, 0.53% active;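 active = activation over 3 SD above normal in the single-dose calcium agonist read, cut at about 30% in these data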; note: 0% is about no effect
#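 HEK293 Trex D2 cells, tetracycline-induced, o/n 30 C 5% CO2; no-wash Ca dye, RT 30–90 min; 10-cycle baseline, 23 nl cpd added, kinetic Ca read 180 s; agonist hits = positive Ca response.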
# TrxR1 substrate = qHTS Assay for Substrates of Mammalian Selenoprotein Thioredoxin Reductase 1 (TrxR1): qHTS | Thioredoxin reductase 1, cytoplasmic (Rattus norvegicus), O89049 | purified TrxR1 substrate turnover, NADPH consumption readout | Potency, µM (doses to about 114 µM), inactives show at the top dose activity change, negative = substrate turnover | 390,000 tested, 0.01% active | AID 588456, 2011; note: potency is the fitted concentration of half-maximal effect; % is set by controls: 0 for no effect and ±100 for the full control effect; nearly all actives have a fitted effect of over 50% in size
#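 Rat TrxR1, dispensed at 90 nM, was prereduced with 400 uM NADPH (final) for 5 min at ~22 deg C, then incubated with compound 15 min before 400 uM selenite. A first-read NADPH fluorescence drop versus no-compound background flagged substrates.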
# TRHR PAM = qHTS for Small Molecule Agonists and Allosteric Enhancers of Human TRH Receptor: Primary Screen for Enhancers | Thyrotropin-releasing hormone receptor (Homo sapiens), P34981 | TRHR cells, fluo-8 calcium fluorescence, EC20 TRH enhancement | enhancement, % at 2 µM | 360,000 tested, 0.66% active | AID 493056, 2011; in the data active = enhancement above about 30%; note: 0% is about no effect
#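 Enhancer read-out: after compound pinning and an initial kinetic agonist-mode read, an EC20 of TRH (10 nM final) was injected and fluo-8 calcium signal (Ex 480/Em 530) followed at 1 s/cycle for 100 cycles in TRHR-expressing cells.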
# TRHR agonist = qHTS for Small Molecule Agonists and Allosteric Enhancers of Human TRH Receptor: Primary Screen for Agonists; AID 493084, 2011; Thyrotropin-releasing hormone receptor (Homo sapiens), P34981; activation, % at 2 µM; 360,000 tested, 0.18% active; TRHR cells, calcium flux fluo-8, FDSS agonist mode; in the data active = activation above about 30%; note: 0% is about no effect
#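 Steps: seed TRHR cells overnight; add fluo-8 no-wash Ca dye, RT 30 min–1.5 h; record 10 s baseline; pin-transfer compounds; monitor fluorescence 1 cycle/s for the agonist window. Calcium increases flag candidate agonists.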
# D2 antag = HTS Assay for Allosteric Antagonists of the Human D2 Dopamine Receptor: Primary Screen for Antagonists; 340,000 tested, 2% active; HEK293 TREx D2 cells, calcium flux, dopamine EC80; AID 485344, 2010; D(2) dopamine receptor (Homo sapiens), P14416; inhibition, % at 10 µM; in the data active = inhibition above about 30%; note: 0% is about no effect
#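 Antagonism is scored as inhibition of an EC80 dopamine-evoked calcium signal in a force-coupled, tetracycline-inducible HEK293 T-REx D2 line, with compound present 180 s before agonist.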
# * hit, by the source's call; ? = inconclusive; nt = not tested or not shown; [ ] = another dose, or the depositor's remark. Unless noted, calls come from the whole dose curve; as a rule, active = well fitted inhibition curve with a large enough effect; inconclusive = small, poorly fitted or top-dose-only effect; inactive = no such curve, though single readings can be large or run the other way.
SMILES,USP1-UAF1 inh,TrxR1 inh,PI4K2A block,IDH1 R132H inh,D2 ag,TrxR1 substrate,TRHR PAM,TRHR agonist,D2 antag
CNC(=O)CS(=O)(=O)CC(=O)Nc1cc(OCCOC)c(Cl)cc1Cl,-6%,20%[57.1 µM],2,-4%,0.1,6%,-1,0.1,-11
Cc1ccc(CCN2CC(C(=O)NCCCN(C)Cc3ccccc3)CC2=O)cc1 (stereo unspecified),-21%,0%,3,2%,0.2,1%,2,-0.2,6
O=C(CN1CCN(CC(=O)Nc2ccccc2Cl)CC1)NCC1(N2CCOCC2)CCCCC1,-17%,-5%,0,4%,0.5,-7%,-2,1.0,0
CCOc1ccc2nc(N3CCC(C(=O)N4CCN(C5CCCCC5)CC4)CC3)sc2c1,-18%,41%[activator],-6,-11%,-2.6,7%,3,0.0,-2
O=C(NCCc1ccccc1Cl)c1ccc(Cn2c(=O)c3cccn3c3cccnc32)cc1,-7%,32%[activator],-3,-6%,-0.4,96%[activator],-1,0.4,nt
COCCn1c(SCC(=O)c2ccc(C)cc2C)nc2cc(C(=O)NC3CCCC3)ccc2c1=O,-11%,6%[57.1 µM],-4,14%,8.9,-1%[57.1 µM],-3,0.5,nt
CC(C)c1ccc2oc(-c3cc(NC(=O)c4cccnc4)ccc3Cl)nc2c1,?,30%,1,-14%,1.4,0%,2,0.7,nt
NNC(=O)c1ccc(Oc2cc(Cl)cc(Cl)c2)o1,-4%,5%,4,?,-0.8,4%,1,0.3,-12
O=C(NCc1ccc(Cl)cc1)C1CCN(c2nnc(N3CCCC3=O)s2)CC1,-23%,8%[57.1 µM],3,10%,0.9,9%[57.1 µM],-5,-0.1,5
Cc1cc(C)n(-c2nnc(Nc3ccc(C)c(Cl)c3)c3ccccc23)n1,-24%,15%,-2,4%,1.4,3%,4,-0.4,nt
CC(=O)c1ccc(NC(=O)c2nc3ccccc3nc2N2CCCCC2)cc1,-20%,10%[57.1 µM],0,-2%,0.6,0%[57.1 µM],-9,-0.3,nt
COc1ccc(-c2coc3cc4oc(=O)cc(-c5ccccc5)c4cc23)cc1F,-7%,-2%,-1,-4%,0.5,-3%,1,0.5,-10
CC1=C(C(=O)OCC2CCCO2)C(c2ccccc2)NC(=O)N1 (stereo unspecified),-9%,25%,2,4%,0.2,10%,-8,-0.4,2
CCC(Sc1nnc(-c2ccc(OC)cc2)c(-c2ccc(OC)cc2)n1)C(=O)NC1CCCCC1 (stereo unspecified),-31%,19%[57.1 µM],10,8%,0.5,1%[57.1 µM],-5,-0.3,nt
CN1CCN(NC(=O)c2c(-c3ccccc3)sc3ccccc23)CC1,20%,8%,2,-2%,nt,-3%,nt,nt,nt

# In a second layout: 2 of the compounds above.
SMILES | USP1-UAF1 inh | TrxR1 inh | PI4K2A block | IDH1 R132H inh | D2 ag | TrxR1 substrate | TRHR PAM | TRHR agonist | D2 antag
O=C(NCCc1ccccc1Cl)c1ccc(Cn2c(=O)c3cccn3c3cccnc32)cc1 | -7% | 32%[activator] | -3 | -6% | -0.4 | 96%[activator] | -1 | 0.4 | nt
COCCn1c(SCC(=O)c2ccc(C)cc2C)nc2cc(C(=O)NC3CCCC3)ccc2c1=O | -11% | 6%[57.1 µM] | -4 | 14% | 8.9 | -1%[57.1 µM] | -3 | 0.5 | nt

# (cont.)
SMILES,USP1-UAF1 inh,TrxR1 inh,PI4K2A block,IDH1 R132H inh,D2 ag,TrxR1 substrate,TRHR PAM,TRHR agonist,D2 antag
c1ccc(Cc2cc[n+](Cc3ccccc3)cc2)cc1,-4%,-2%[57.1 µM],0,-17%,0.5,-4%[57.1 µM],17,0.5,-20
O=C(NCc1ccccc1)C1CCCN(C(=O)Nc2ccccc2)C1 (stereo unspecified),-22%,-4%,0,9%,0.3,-3%,0,-0.4,-12
COc1ccc2c(c1)N(C)C(=O)CC(c1ccccc1)=N2,-16%,4%[57.1 µM],8,3%,0.3,-1%,-5,-1.6,-11
CC(C)Oc1ccc(CNC(=O)CCCn2c(=O)c3cccn3c3cccnc32)cc1,-12%,-3%,-1,12%,1.3,2%,25,0.4,nt
CC(C)c1ccc(NC(=O)C2CCCN(S(=O)(=O)c3cnc[nH]3)C2)cc1 (stereo unspecified),-25%,23%,-10,13%,0.8,6%,5,0.2,-5
COc1ccc(CNC(=O)C2CCN(Cc3nc(-c4ccc(Cl)cc4)oc3C)CC2)cc1,-22%,5%,-4,-14%,-0.2,-1%,5,0.1,nt
O=C(NNc1nc(-c2ccccc2)cs1)c1ccccc1,-9%,15%,6,-6%,0.1,-1%,-1,0.1,7
COc1ccc(OC(C)C(=O)NC(C)c2ccccc2)cc1 (stereo unspecified),-16%,13%,-2,5%,0.3,2%,15,-0.2,28
CN(C)S(=O)(=O)c1cccc(NC(=O)COC(=O)/C=C/c2cccs2)c1,-4%,4%,-3,13%,0.9,-2%,6,1.1,20
COC(=O)c1sccc1OC(C)C(C)=O (stereo unspecified),-21%,2%,-4,5%,-0.7,0%,-5,0.0,-8
O=C(NCc1ccccc1)C(=O)NCC(c1cccs1)S(=O)(=O)c1ccccc1 (stereo unspecified),-16%,18%[57.1 µM],2,-9%,7.0,-2%[57.1 µM],-2,-0.2,nt
O=C1CN(C(=O)COC(=O)CCS(=O)(=O)c2ccccc2)c2ccccc2N1,-10%,-8%,-1,0%,0.0,-11%,0,0.3,3
COc1nc2cc(C)ccc2cc1-c1noc(-c2cccnc2)n1,nt,nt,nt,nt,-0.5,nt,16,0.9,0
COc1cccc(/C=N\NC(=O)C2=NNC(=O)C2C)c1O (stereo unspecified),-20%,-18%,-18,4%,1.6,-18%,3,0.5,-3
COC(=O)c1sccc1S(=O)(=O)N(CC(=O)Nc1ccccc1C)c1ccc(Cl)cc1,-9%,-4%[57.1 µM],-1,8%,1.3,-4%[57.1 µM],-3,-0.3,nt
Cc1nc2ccccn2c1C(=O)NC1CCCCC1,-22%,5%,0,9%,0.2,6%,6,-2.4,-11
CCC(=O)C1CCCN(C(=O)CCc2nnc(-c3ccc(C(C)=O)s3)o2)C1 (stereo unspecified),-29%,?,5,6%,-0.7,-7%,-3,-0.2,2
COc1ccccc1N1CCN(C(c2cccs2)C(C)NC(=O)C(=O)N2CCCCC2)CC1 (stereo unspecified),-8%,3%,-2,2%,2.3,-7%,-2,0.3,5
Cc1cc(NC(=O)COC(=O)COc2cccc3c2OC(C)(C)C3)no1,-12%,28%[57.1 µM],3,0%,-0.1,4%[57.1 µM],5,0.1,-1
Cc1ccccc1Cn1nnc2c(=O)[nH]c(C3CCN(C(=O)c4ccccc4Cl)CC3)nc21,-4%,10%,-2,-10%,-1.1,6%,-6,-0.5,nt
CCN(CC(=O)Nc1c(F)cccc1F)C(=O)c1ccc(NC(=O)CC2SC(N3CCCC3)=NC2=O)cc1 (stereo unspecified),-17%,7%,-6,7%,-0.6,1%,3,0.0,3
COC(=O)CC(=O)CSc1nc2cc(C(=O)NC(C)C)ccc2c(=O)n1CCc1ccccc1,-15%,9%[57.1 µM],0,-28%,-0.3,1%[57.1 µM],-6,-0.2,nt
C=C[C@](C)(CC[C@@]1(C)C(C)CC(OC2OC(C)C(OC3OC(COC(C)=O)C(O)C(O)C3O)C(O)C2O)[C@@]2(C)C(C)=CCCC12)OC1OC(C)C(O[C@@H]2O[C@@H](C)C(O)C(O)[C@H]2O)C(O)C1O (stereo partly specified),-11%,33%[activator],-2,6%,nt,-1%,nt,nt,nt
O=C(CSCc1cnn(-c2ccccc2)c1-n1cccc1)NCc1ccccn1,-10%,-5%[57.1 µM],-3,0%,-4.3,-2%[57.1 µM],7,-1.4,3
COC(=O)c1c(-c2ccc(Br)cc2)csc1NC(=O)Cc1ccc(OC)c(OC)c1,-18%,17%[57.1 µM],1,4%,0.3,10%[57.1 µM],5,0.0,-19
Cc1cccc(NC(=O)C2CCCN(S(=O)(=O)c3cccs3)C2)c1C (stereo unspecified),-24%,30%,3,1%,0.3,8%,-4,0.2,-4

# Compounds listed so far containing two or more sulfur atoms:
SMILES,USP1-UAF1 inh,TrxR1 inh,PI4K2A block,IDH1 R132H inh,D2 ag,TrxR1 substrate,TRHR PAM,TRHR agonist,D2 antag
CN(C)S(=O)(=O)c1cccc(NC(=O)COC(=O)/C=C/c2cccs2)c1,-4%,4%,-3,13%,0.9,-2%,6,1.1,20
O=C(NCc1ccccc1)C(=O)NCC(c1cccs1)S(=O)(=O)c1ccccc1 (stereo unspecified),-16%,18%[57.1 µM],2,-9%,7.0,-2%[57.1 µM],-2,-0.2,nt
COC(=O)c1sccc1S(=O)(=O)N(CC(=O)Nc1ccccc1C)c1ccc(Cl)cc1,-9%,-4%[57.1 µM],-1,8%,1.3,-4%[57.1 µM],-3,-0.3,nt
Cc1cccc(NC(=O)C2CCCN(S(=O)(=O)c3cccs3)C2)c1C (stereo unspecified),-24%,30%,3,1%,0.3,8%,-4,0.2,-4
